NCI-60 one-dose screen, 48 h, at 10 µM unless noted. Numbers give growth in % (100 = growth as untreated, 0 = no growth, -100 = all killed).
OVCAR-5 – OVCAR-5 ovarian cancer; actives 2.9% (n = 82,000); AID 1794783
OVCAR-8 – OVCAR-8 ovarian cancer; AID 1794782; actives 4.4% (n = 81,000)
DU-145 – DU-145 prostate cancer. actives 4.2% (n = 81,000). AID 1794760
OVCAR-4 – OVCAR-4 ovarian cancer cells; actives 3.7% (n = 80,000)
IGROV1 – IGROV1 ovarian cancer; actives 4.7% (n = 79,000); AID 1794786
SK-OV-3 – SK-OV-3 ovarian cancer cells | AID 1794785 | actives 3.2% (n = 80,000)
OVCAR-3 – OVCAR-3 ovarian cancer | actives 7% (n = 79,000) | AID 1794787
PC-3 – PC-3 prostate cancer cells; actives 3.9% (n = 80,000)
* marks the source's active call; other numbers are inactive results; · = no result given; [ ] = remark or other dose. How the source made its calls: active means growth percent below 10; inactive means the rest. Compounds were not picked by outcome; any-hit rate near 10%.

Screens by letter: A = OVCAR-5; B = OVCAR-8; C = DU-145; D = OVCAR-4; E = IGROV1; F = SK-OV-3; G = OVCAR-3; H = PC-3
1) OCc1ccccc1CC(O)C(O)c1ccccc1 (stereo unspecified)
  A: 108	B: 102	C: 108	D: 99	E: 105	F: 99	G: ·	H: 104
2) O=C1/C(=C/c2cccc([N+](=O)[O-])c2)COc2ccc(O)cc21
  A: 55	B: 31	C: 82	D: 74	E: 34	F: 111	G: 34	H: 43
3) COC1=CC(c2ccc[nH]2)=N/C1=C\c1[nH]c(C)c(CC(=O)OCc2ccccc2)c1C
  A: 9.7*	B: 9.5*	C: 21	D: 11	E: -3.7*	F: 11	G: -50*	H: 2.9*
4) Cc1ccc2oc(=O)c(S(=O)(=O)Nc3ccc(S(=O)(=O)Nc4ncccn4)cc3)c(O)c2c1
  A: 101	B: 103	C: 105	D: 101	E: 107	F: 98	G: 102	H: 98
5) O=C(Cn1c(-c2ccccc2)nc2cc(Cl)c(Cl)cc21)N=Nc1c(O)[nH]c2ccc(Cl)cc12
  A: 80	B: 84	C: 76	D: 78	E: 88	F: 86	G: ·	H: 71
6) CCc1ccccc1-n1c(N)c(C#N)c(-c2ccc(OC)c(OC)c2)c(C#N)c1=O
  A: 107	B: 109	C: 115	D: 113	E: 107	F: 111	G: 113	H: 110
7) O=C(Nc1ccc(-c2nc3ccccc3s2)cc1N1CCCCC1)c1ccccn1
  A: 97	B: 102	C: 107	D: 96	E: 100	F: 103	G: 116	H: 93
8) O=c1/c(=C/C2=Cc3ccccc3OC2)sc2nc3ccccc3n12
  A: 98	B: 100	C: 109	D: 110	E: 102	F: 105	G: 109	H: 100
9) CCOC(=O)c1ccc(C)nc1
  A: 112	B: 94	C: 121	D: 107	E: 126	F: 113	G: 116	H: 104
10) O=C(CC(c1ccccc1)N1CCOCC1)c1ccccc1 (stereo unspecified)
  A: 79	B: 97	C: 80	D: 98	E: 97	F: 104	G: 95	H: 72
11) COc1cc2cc3c4cc(OC)c(OC)cc4cc[n+]3c(C)c2cc1OC
  A: 93	B: 57	C: 71	D: 66	E: 110	F: 99	G: 76	H: 56
12) Cc1ccc(NCc2nnc(-c3ccco3)o2)cc1
  A: 98	B: 100	C: 97	D: 91	E: 87	F: 99	G: 89	H: 95
13) CCOC(=O)c1cc(C(=O)c2ccc(OC)c(OC)c2)n2cnc(-c3ccc(Cl)cc3)cc12
  A: 101	B: 105	C: 103	D: 93	E: 94	F: 77	G: 110	H: 77
14) O=C(Sc1ccc2ccccc2c1CN1CCCCC1)c1ccc([N+](=O)[O-])cc1
  A: 102	B: 91	C: 108	D: ·	E: 54	F: 101	G: 101	H: 74
15) O=C(Cn1cc(COc2ncnc3c2cnn3-c2ccccc2)nn1)Nc1ccccn1
  A: 94	B: 93	C: 101	D: 93	E: 95	F: ·	G: 100	H: 90

As entered above:
Entry of CCOC(=O)c1cc(C(=O)c2ccc(OC)c(OC)c2)n2cnc(-c3ccc(Cl)cc3)cc12 in SK-OV-3: 77
Entry of O=C1/C(=C/c2cccc([N+](=O)[O-])c2)COc2ccc(O)cc21 in OVCAR-5: 55

Three entries from above, field by field.
12. Cc1ccc(NCc2nnc(-c3ccco3)o2)cc1
  OVCAR-5 = 98	OVCAR-8 = 100	DU-145 = 97	OVCAR-4 = 91	IGROV1 = 87	SK-OV-3 = 99	OVCAR-3 = 89	PC-3 = 95

13. CCOC(=O)c1cc(C(=O)c2ccc(OC)c(OC)c2)n2cnc(-c3ccc(Cl)cc3)cc12
  OVCAR-5 = 101	OVCAR-8 = 105	DU-145 = 103	OVCAR-4 = 93	IGROV1 = 94	SK-OV-3 = 77	OVCAR-3 = 110	PC-3 = 77

14. O=C(Sc1ccc2ccccc2c1CN1CCCCC1)c1ccc([N+](=O)[O-])cc1
  OVCAR-5 = 102	OVCAR-8 = 91	DU-145 = 108	OVCAR-4 = ·	IGROV1 = 54	SK-OV-3 = 101	OVCAR-3 = 101	PC-3 = 74

Just SK-OV-3, OVCAR-8 and DU-145, for three of the compounds above:
nr	Molecule	SK-OV-3	OVCAR-8	DU-145
9	CCOC(=O)c1ccc(C)nc1	113	94	121
10	O=C(CC(c1ccccc1)N1CCOCC1)c1ccccc1 (stereo unspecified)	104	97	80
11	COc1cc2cc3c4cc(OC)c(OC)cc4cc[n+]3c(C)c2cc1OC	99	57	71

Following part
Screens by letter: A = OVCAR-5; B = OVCAR-8; C = DU-145; D = OVCAR-4; E = IGROV1; F = SK-OV-3; G = OVCAR-3; H = PC-3
16) Nc1nncc(-c2ccccc2)n1
  A: 98	B: 105	C: 133	D: 109	E: 102	F: 116	G: 113	H: 101
17) C#CCOc1ccccc1C(Nc1ccccc1F)c1nnnn1C1CCCCC1 (stereo unspecified)
  A: 94	B: 98	C: 106	D: 100	E: 87	F: 95	G: 109	H: 88
18) O=C(Nc1cccc(Cl)c1)Nc1cccc(Cn2c(=O)[nH]c3ccc(Oc4ncccn4)cc3c2=O)c1
  A: 82	B: 37	C: 37	D: 13	E: 62	F: 71	G: 34	H: 37
19) CCSC(=O)CCC(C)C1CCC2C3CC=C4CC(OC(C)=O)CCC4(C)C3CCC12C (stereo unspecified)
  A: 112	B: 104	C: 97	D: 100	E: 112	F: 108	G: 107	H: 100
20) CC(=O)Nc1ccc(C(=O)/C=C/c2ccc(N(C)CCOS(=O)(=O)c3ccc(C)cc3)cc2)c(O)c1
  A: 110	B: 70	C: 98	D: 75	E: 99	F: 116	G: 97	H: 86
21) O=C(O)c1ccccc1Oc1cc(-c2ccco2)nc(OCCn2cncn2)n1
  A: 102	B: 93	C: 100	D: 96	E: 96	F: 88	G: 96	H: 91
22) Nc1ncnc2c1ncn2CCOc1nc(Oc2ccccc2C(=O)O)cc(-c2ccco2)n1
  A: 123	B: 101	C: 114	D: 104	E: 108	F: 108	G: 114	H: 109
23) CCOC(=O)CCCCCN
  A: 108	B: 96	C: 111	D: 108	E: 115	F: 105	G: 116	H: 103
24) ICI
  A: 109	B: 99	C: 111	D: 101	E: 105	F: 101	G: 112	H: 99
25) CCC1C[N+]2=C(c3cc(OC)c(OC)cc3CC2)c2c1cc1n2CCc2cc(OC)c(OC)cc2-1 (stereo unspecified)
  A: 80	B: 32	C: 49	D: 15	E: ·	F: 95	G: 10	H: 17
26) O=C(C(=O)c1ccc2c(c1)OCO2)c1ccc2c(c1)OCO2
  A: 109	B: 95	C: 111	D: 100	E: 124	F: 114	G: 105	H: 100
27) CNC(=S)NNC(=O)C1CC1
  A: 107	B: 95	C: 118	D: 113	E: 118	F: 105	G: 116	H: 102
28) Oc1c(Cl)c2ccccc2c2ccccc12
  A: 129	B: 98	C: 102	D: 98	E: 117	F: 111	G: 107	H: 98
29) COc1cc2c3c(n(CCCNC(C)C)c(=O)c2cc1OC)-c1nc2c(cc1C3=O)OCO2
  A: -93*	B: -58*	C: 8.5*	D: 50	E: 41	F: 26	G: -97*	H: -66*
30) NC(=S)NN=C1CCCCCCCCC1
  A: 99	B: 111	C: 106	D: 75	E: 88	F: 98	G: 120	H: 90
31) CCOc1ccccc1[C@H]1C(C(=O)c2ccc(Cl)cc2)C2(N[C@@H]1c1ccccc1)C(=O)Nc1ccccc12 (stereo partly specified)
  A: 14	B: 28	C: 31	D: 18	E: 18	F: 26	G: 26	H: 7.2*
32) COc1ccc(-c2nc(SCCC(C)C)nc(Nc3ccc(F)c(Cl)c3)c2C#N)cc1
  A: 102	B: 66	C: 98	D: -43*	E: 60	F: 96	G: 57	H: 80
33) COc1cc(C)cc(C#N)c1O
  A: 90	B: 101	C: 106	D: ·	E: 87	F: 102	G: 109	H: 93
34) O=c1nc(/C=C/c2ccc(Cl)cc2)oc2ccccc12
  A: 109	B: 100	C: 126	D: 101	E: 118	F: 111	G: 122	H: 97
35) CN(CCF)c1ccc(/C=C/C(=O)c2ccc(N)cc2O)cc1
  A: 90	B: 71	C: 70	D: 69	E: 94	F: 105	G: 81	H: 87
36) CCOC(=O)C1=C(C)NC(=O)NC1c1cc(=O)oc2ccc(C)cc12 (stereo unspecified)
  A: 107	B: 102	C: 104	D: 106	E: 103	F: 104	G: 110	H: 97
37) COC(=O)[C@@H](Cc1c[nH]c2ccccc12)NC(=O)[C@H](Cc1ccccc1)NCc1ccncc1
  A: 101	B: 89	C: 108	D: 99	E: 101	F: 94	G: 101	H: 78
38) CCOC(=O)CN1/C(=N/c2sc3c(c2C(=O)OCC)CCSC3)SC(=O)/C1=C\C(=O)OC
  A: 100	B: 98	C: 103	D: 91	E: 100	F: 108	G: 107	H: 91
39) c1ccc(Nc2cccc3c(Nc4ccccc4)cccc23)cc1
  A: 85	B: 98	C: 91	D: 81	E: 104	F: 94	G: 91	H: ·
40) O=c1ccn2nnc3ccc(Cl)c1c32
  A: 114	B: 93	C: 102	D: 90	E: 100	F: 93	G: 101	H: 79
41) CCN(C(=O)c1cc(OC)c(OC)c(OC)c1)C1CCCCC1
  A: 110	B: 101	C: 111	D: 95	E: 111	F: 96	G: 113	H: 95
42) COc1cc(CNC(=O)/C=C/c2ccccc2)ccc1OCc1cn(-c2ccc(Cl)c(Cl)c2)nn1
  A: 93	B: 57	C: 77	D: 46	E: 81	F: 83	G: 78	H: 69
43) COCCCN(C(=O)c1cccc(C)c1)c1c(N)n(Cc2ccccc2)c(=O)[nH]c1=O
  A: 102	B: 105	C: 113	D: 109	E: ·	F: 101	G: 93	H: 92
44) CS(=O)(=O)Nc1nc2ccccc2c(=O)o1
  A: 118[100 µM]	B: 106[100 µM]	C: 115[100 µM]	D: 114[100 µM]	E: 104[100 µM]	F: 94[100 µM]	G: 119[100 µM]	H: 100[100 µM]
45) Cc1ccc(-c2nn(-c3ccccc3)cc2/C=C/C(=O)NNC(=O)c2ccc(Cl)cc2Cl)cc1
  A: 104	B: 80	C: 95	D: 74	E: 94	F: 101	G: 38	H: 82
46) COc1ccc(-c2nnc(Nc3ccc(C(F)(F)F)cc3)o2)cc1
  A: 92	B: 106	C: 112	D: 103	E: 111	F: 99	G: 116	H: 93
47) COc1cccc(-c2nn(-c3ccccc3)cc2-c2ccnc(-c3cccnc3)c2)c1
  A: 96	B: 105	C: 104	D: 83	E: 95	F: 104	G: 97	H: 71
48) OCC1OCOC2COCOC12 (stereo unspecified)
  A: 104	B: 101	C: 110	D: 126	E: 117	F: 91	G: 115	H: 100
49) N=C(N)c1ccc(-c2ccc(-c3ccccc3)o2)cc1
  A: -11*	B: -59*	C: -11*	D: -4.5*	E: -26*	F: -18*	G: -38*	H: -23*
50) O=C(Nc1ccc(Cl)cc1F)c1cc(F)ccc1O
  A: 28	B: 9.4*	C: 16	D: 11	E: 17	F: -4.5*	G: 9.5*	H: 3.1*
51) O=C/C(Br)=C\c1ccccc1
  A: 107	B: 107	C: ·	D: 111	E: 116	F: 104	G: 128	H: 96
52) OCCC1CCCCN1C(Cc1ccccc1)c1ccccc1 (stereo unspecified)
  A: 100	B: 105	C: 106	D: 102	E: 93	F: 96	G: 100	H: 86
53) Nc1cc(N)[nH]c(=S)n1
  A: 114	B: 107	C: 103	D: 103	E: 101	F: 108	G: 107	H: 101
54) N=c1c2ccccc2nnn1-c1ccccc1[N+](=O)[O-]
  A: 107	B: 98	C: 100	D: 88	E: 111	F: 95	G: 106	H: 86
55) COc1ccc(/C=N/NC(=O)c2c(Nc3ccccc3)n[nH]c2N)cc1
  A: 94	B: 98	C: 105	D: 102	E: 95	F: 112	G: ·	H: 96
56) Cn1cc(-c2nonc2-c2c[nH]c3ccc(F)cc23)c2cc(Br)ccc21
  A: 59	B: 41	C: 50	D: 44	E: 64	F: 64	G: 60	H: 44
57) NS(=O)(=O)c1ccc(C(=O)N2N=C(c3ccccc3)CC2c2ccc(F)cc2)cc1 (stereo unspecified)
  A: 99	B: 90	C: 104	D: 100	E: 105	F: 103	G: ·	H: 90
58) CCOC(=O)c1csc(NC(=S)Nc2ccc(Oc3ccccc3)cc2)n1
  A: 103	B: 76	C: 84	D: 79	E: 87	F: 86	G: 84	H: 75
59) CC(C)(C)c1ccc(C2=NN(c3ccc(S(C)(=O)=O)cc3)C(=O)CC2)cc1
  A: 104	B: 88	C: 91	D: 89	E: 103	F: 102	G: 91	H: 77
60) CC[C@H](Nc1nc(N)nc(C)c1C(N)=O)c1nc2cccc(NCc3ccc(C(=O)NO)cc3)c2c(=O)n1-c1ccccc1
  A: 87	B: 93	C: 104	D: 90	E: 104	F: 105	G: 103	H: 91
61) O=C(Nc1cccc(-n2cc(-c3ccncc3)c(-c3cc(O)cc(Cl)c3)n2)c1)Nc1ccc(Cl)c(C(F)(F)F)c1
  A: 59	B: 3.7*	C: 19	D: 32	E: 31	F: 63	G: 1.9*	H: 5.3*
62) Cc1ccc(-c2nn(-c3ccccc3)cc2/C=C/c2nnc(-c3ccc(F)cc3)o2)cc1
  A: 100	B: 103	C: 112	D: 101	E: 102	F: 83	G: 110	H: 83
63) CC(C)c1cccc(C(C)C)c1NC(=O)Nc1ccc(Cl)cc1Cl
  A: 85	B: 95	C: 94	D: 77	E: 91	F: 109	G: 98	H: 57
64) CCC(CO)NC(Cc1ccccc1)c1ccc(OC)cc1 (stereo unspecified)
  A: 65	B: 100	C: 105	D: 108	E: 94	F: 73	G: 99	H: 70
65) CC1CC(C)S(=O)(=O)C1 (stereo unspecified)
  A: 108	B: 92	C: 104	D: ·	E: 118	F: 120	G: 111	H: 104
